N370S GC: inhibits or activates N370S mutant glucocerebrosidase | Potency, µM (titrated, usually from 59.4 µM), for the others: at the highest dose activity change, negative = inhibition, hits mostly inhibitors | P04062 | AID 2101 | N370S GC spleen homogenate, 4MU-glucoside fluorescence | 0.092% of 330,000 active;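 further: 0% = full enzyme activity and -100% = no enzyme basal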
FEN1 inhibitor: blocks human flap endonuclease 1. P39748. Recombinant FEN1 flap cleavage, fluorescence, 15 min. Potency, µM (doses to about 114 µM), inactives show top-dose activity change, negative = inhibition, most hits filed as inhibitors. 0.35% of 390,000 active; further: nearly all actives have a fitted effect of over 65% in size
Target sequence (P39748 whole entry, looked up): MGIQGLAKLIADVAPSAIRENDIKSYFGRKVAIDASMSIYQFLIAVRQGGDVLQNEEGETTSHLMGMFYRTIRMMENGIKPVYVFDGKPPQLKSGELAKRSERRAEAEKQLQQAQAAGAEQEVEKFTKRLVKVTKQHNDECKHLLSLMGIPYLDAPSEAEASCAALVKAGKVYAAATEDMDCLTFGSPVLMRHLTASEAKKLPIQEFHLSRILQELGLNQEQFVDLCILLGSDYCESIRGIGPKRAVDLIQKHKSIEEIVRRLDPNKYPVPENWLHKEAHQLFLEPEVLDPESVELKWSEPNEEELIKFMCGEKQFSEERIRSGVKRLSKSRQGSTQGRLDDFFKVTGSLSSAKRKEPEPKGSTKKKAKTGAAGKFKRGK
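Steps: FEN1 (10 nM) dispensed; compound added by pin tool; 15 min at room temperature; substrate added to 50 nM final; reads at 0 min and 15 min; data normalized and fitted (four-parameter Hill).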
TDP1 inh: inhibitors of human tyrosyl-DNA phosphodiesterase TDP1; Q9NUW8; recombinant TDP1, AlphaScreen DNA substrate cleavage; Potency, µM (doses to about 130 µM), inactives show at the highest dose activity change, negative = inhibition, usual class: inhibitors; 0.28% of 350,000 active; further: nearly all actives have a fitted effect of over 40% in size
Target sequence (Q9NUW8 whole entry, looked up): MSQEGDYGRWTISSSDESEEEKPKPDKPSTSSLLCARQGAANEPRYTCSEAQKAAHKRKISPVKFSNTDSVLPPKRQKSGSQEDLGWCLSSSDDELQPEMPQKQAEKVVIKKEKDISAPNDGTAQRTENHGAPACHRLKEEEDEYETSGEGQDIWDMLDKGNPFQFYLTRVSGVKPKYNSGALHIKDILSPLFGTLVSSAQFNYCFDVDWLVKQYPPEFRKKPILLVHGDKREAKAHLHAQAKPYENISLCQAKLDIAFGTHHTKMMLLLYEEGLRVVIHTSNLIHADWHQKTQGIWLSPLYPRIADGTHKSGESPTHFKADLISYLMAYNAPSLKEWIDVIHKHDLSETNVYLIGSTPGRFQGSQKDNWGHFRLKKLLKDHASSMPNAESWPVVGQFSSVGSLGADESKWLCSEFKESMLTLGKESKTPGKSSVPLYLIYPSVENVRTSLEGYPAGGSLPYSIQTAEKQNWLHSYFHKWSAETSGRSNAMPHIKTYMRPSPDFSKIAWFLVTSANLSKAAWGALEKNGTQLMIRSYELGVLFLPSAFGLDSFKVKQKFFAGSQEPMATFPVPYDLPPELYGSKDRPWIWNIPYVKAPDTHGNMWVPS
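Recombinant E. coli-expressed Tdp1 (1 nM) preincubated with compound 15 min at RT, then 5'-biotin/3'-phosphotyrosine-FITC DNA substrate (15 nM) added for 5 min. AlphaScreen beads (10 ug/ml) added, 10 min RT; tyrosine-FITC cleavage read as signal loss.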
Active calls of the source: *; ? = inconclusive; . = not tested or not shown; & = joins results of further samples; [ ] = another dose, or the depositor's remark. The call rests on the fitted dose curve; in most records, active means well fitted curve in the direction sought with a large enough effect; inconclusive means small, poorly fitted or top-dose-only effect, or another doubt; inactive means no such curve, though single readings can be large; an effect the other way counts as inactive or inconclusive. Unless noted, on the % scale 0 is the no-effect control and ±100 the full control effect; potency means the concentration at half of the fitted maximal effect.

Fields – TDP1 inh	N370S GC	FEN1 inhibitor
> CCC(=O)Nc1ccc2nc(SCC(=O)N3CCCC3)sc2c1
 : 7%	5%	-13%
> CC(=O)c1ccc(NC(=O)Nc2cccc(Cl)c2)cc1
 : 4%	15%	15%
> COc1ccc(C(C(=O)NC2CCCCC2)N(C(=O)c2ccccn2)c2cccnc2)c(OC)c1 (stereo not given)
 : 7%	-17%	-1%
> COc1ccc(C2NC(=S)N3C(c4ccc(OC)cc4)NC(=S)N23)cc1 (stereo not given)
 : 9%	1%	22%
> Cc1cc(C)c(NC(=S)NCCO)c(C)c1
 : 5%	8%	7%
> O=C(Cn1cc([N+](=O)[O-])cn1)Nc1ccn(Cc2c(F)c(F)c(F)c(F)c2F)n1
 : 1%	4%	-6%
> O=C(O)CCCC(=O)Nc1ccccc1SCCS(=O)(=O)c1ccc(Cl)cc1
 : .	-9%	-9%
> O=C(NCCCN1CCOCC1)C(=O)N/N=C/c1c2ccccc2cc2ccccc12
 : 6%	-20%	40µM*
> O=c1c(Cc2ccc(F)cc2)c(O)ccn1Cc1ccco1
 : -5%	0%	5%
> COc1ccc(CNC(=O)C2CC(c3cccc([N+](=O)[O-])c3)=NO2)cc1 (stereo not given)
 : 4%	1%	8%
> Cn1c(=O)c2c(nc(SCCCO)n2Cc2ccccc2Cl)n(C)c1=O
 : 9%	11%	-3%
> O=C(COc1ccc(Br)cc1)OCc1nnc(-c2ccccc2)o1
 : -1%	-8%[2.35 µM]	-22%
> COCCN(C(=O)CCC(=O)Nc1nccs1)C(C(=O)NCCC(C)C)c1ccc(F)cc1 (stereo not given)
 : 9%	-3%	-6%
> Cc1cccc(NC(=S)N/C(=N/S(=O)(=O)c2ccccc2)c2ccccc2)c1
 : -2%	1%	-1%&-9%
> O=C1CCN(CCc2ccccc2)CCN1CCO
 : .	0%	15%&15%
> COc1ccccc1NC(=O)c1ccc(NC(=O)COC(=O)C2CCCCC2)cc1
 : -5%	-1%	4%
> Oc1ccc2ccccc2c1C=Nc1ccc(Cl)cn1
 : -3%	-7%	2%
> CN1C(=O)/C(=C\c2ccccc2)Sc2ccc(C(=O)N3CCN(c4ccccn4)CC3)cc21
 : 6%	-8%	.
> CCOc1ccc(CN2CCN(Cc3cccc4nonc34)CC2CCO)cc1 (stereo not given)
 : .	6%	0%
> Cc1ccc2cc(CN(Cc3nnnn3Cc3ccco3)CC3CCCO3)c(=O)[nH]c2c1C (stereo not given)
 : -11%	-10%	-14%

Fields – TDP1 inh	N370S GC	FEN1 inhibitor
> CC1(C)OC(=O)N(CC(=O)Nc2cccc(C(F)(F)F)c2)C1(C)O (stereo not given)
 : -5%	-13%	3%
> CNC(=O)c1ccc2snnc2c1
 : 5%	4%	2%
> CCOc1cccc(-c2c(C(=O)N/N=C(\C)c3ccncc3)nnn2-c2nonc2N)c1
 : 1%	0%	-13%
> CC[C@H]1C/C=C\Cc2ccccc2[C@@H](C(=O)C[C@@H](O)CC(C)=O)OC1=O
 : 1%	.	15%
> Cn1cccc1C(=S)N=P(C1CCCCC1)(N1CCOCC1)N1CCOCC1
 : 4%	2%	-11%
> CCCCCCSc1nc(O)c(C2OC(=O)c3c2ccc(OC)c3OC)c(=O)n1-c1ccccc1 (stereo not given)
 : 2%	11%	-6%
> Cc1ccc(CN2CCN(Cc3ccc(-n4cccn4)cc3C)CC2CCO)cc1 (stereo not given)
 : .	1%	-7%
> CCOC(=O)Cc1csc(NC(=O)Cc2ccc(Cl)cc2)n1
 : -3%	-9%	-3%
> O=c1[nH]c(CN2CCCCC2)nc2ccccc12
 : 0%	-15%	10%
> O=C(O)CCc1ccc(-c2ccc(Cl)cc2)n1NC(=O)c1ccc(O)cc1
 : 3%	12%	17%
> c1cncc(Cc2cc3ccccc3[nH]2)c1
 : 4%	-9%	4%
> COC(=O)C1=C(C(=O)OC)SC2(S1)C(C(=O)OC)=C(C(=O)OC)SC1=C2c2cc(C)cc(C)c2NC1(C)C
 : 6%	-6%	7%
> Cc1ccc(-c2nn3c(-c4ccccc4C)nnc3c3ccccc23)cc1
 : 3%	.	13%
> COc1ccccc1NC(=O)N1CCN(C)CC1
 : ?	-6%	-4%
> CCOc1cc(/C=N\NC(=O)CN2CCOCC2)ccc1OCc1ccc(F)cc1
 : 8%	-12%	-1%
> CCSC(=Nc1ccccc1)C1=C(O)COC1=O
 : 3%	7%	6%
> CCCC(=O)Nc1nc(C)c(-c2csc(Nc3ccc(Cl)cc3)n2)s1
 : 4%	-6%	-4%
> CC1Cc2nc(SCC(=O)N3CCCC3)n(C)c(=O)c2S1 (stereo not given)
 : 7%	-22%	-10%
> O=C(COc1cc2oc(=O)cc(-c3ccccc3)c2cc1Cl)NC(Cc1c[nH]c2ccc(O)cc12)C(=O)O (stereo not given)
 : .	-5%	?
> CCc1cccc(CC)c1-n1c(SCC(=O)c2c(N)n(C)c(=O)n(C)c2=O)nnc1-c1cccnc1
 : 4%	0%	34%

Fields – TDP1 inh	N370S GC	FEN1 inhibitor
> Cc1[nH]n(-c2ccc(F)cc2)c(=O)c1/C=N/c1sc2c(c1C#N)CCCC2
 : 0%	10%	5%
> Oc1c(C(c2ccc(Cl)cc2)N2CCCC2)sc2nc(-c3ccco3)nn12 (stereo not given)
 : 8%	.	-12%
> CC(=O)c1ccc(N2CCN(C(=O)c3ccc4[nH]c(C)c(C)c4c3)CC2)cc1
 : 6%	.	0%
> CCOC(=O)c1nn(-c2ccccc2)c(=O)c2c(NC(C)=O)scc12
 : 3%	-1%	5%
> CCOC(=O)C(CC)/C(C)=N\NC(=O)c1ccccc1O (stereo not given)
 : -1%	4%	8%
> CCC(CO)NCc1ccc(OCC(=O)Nc2cccc(C(F)(F)F)c2)c(OC)c1 (stereo not given)
 : 5%	?	1%
> C=CCOc1ccc2c(CC)cc(=O)oc2c1C
 : 3%	?	-9%
> O=C(CSC1=NCCS1)NC1CCCC1
 : 2%	.	-1%
> CC(Cc1ccccc1)C(=O)Nc1ccc(Br)cc1 (stereo not given)
 : 0%	0%	-2%
> COC(=O)CNC(=O)c1cccc(Cl)c1
 : 0%	-20%	-8%
> OCCC1CN(CC2CCCCC2)CCN1C1CCCC1 (stereo not given)
 : .	-8%	12%
> Cn1c(=O)c(=O)n(C)c2cc(S(=O)(=O)NCCOc3ccccc3)ccc21
 : 1%	-2%	2%
> CC1(c2ccccc2)CC(C)(C)N2C(=O)/C(=C3\SC(=S)NC3=O)c3cccc1c32 (stereo not given)
 : 4%	-2%	8%
> COc1ccc(OC)c(NC(=O)COC(=O)c2cc3c(s2)CCC3)c1
 : 2.8µM*	?	?
> CCCOCCc1nnc(N)s1
 : .	-2%	-10%
> CCc1cc2cc(C)ccc2nc1SCC(=O)Nc1cc(C)on1
 : 5%	4%	-10%
> CCCC(=O)Nc1ccc(Cc2ccc(NC(=O)CCC)c(C(=O)O)c2)cc1C(=O)O
 : 3%	-5%	19%
> CCN(CC(=O)Nc1ccccc1C(F)(F)F)C(=O)CCSc1ccc(F)cc1
 : .	-15%	-1%
> O=C(CCN1CCCCC1)N=Nc1c(O)[nH]c2ccccc12
 : 5%	-5%	-20%
> CCN(C(=O)Cn1c(=O)oc2cc(S(=O)(=O)N3CCCC3)ccc21)c1ccc(OC)cc1
 : .	5%	-3%

Sorted by SMILES length (smallest number first): some entries from above.
Fields – TDP1 inh	N370S GC	FEN1 inhibitor
> O=C(CSC1=NCCS1)NC1CCCC1
 : 2%	.	-1%
> COC(=O)CNC(=O)c1cccc(Cl)c1
 : 0%	-20%	-8%
> C=CCOc1ccc2c(CC)cc(=O)oc2c1C
 : 3%	?	-9%
> CCc1cc2cc(C)ccc2nc1SCC(=O)Nc1cc(C)on1
 : 5%	4%	-10%
> COc1ccc(OC)c(NC(=O)COC(=O)c2cc3c(s2)CCC3)c1
 : 2.8µM*	?	?
> CCN(C(=O)Cn1c(=O)oc2cc(S(=O)(=O)N3CCCC3)ccc21)c1ccc(OC)cc1
 : .	5%	-3%

Additional structures:
Fields – TDP1 inh	N370S GC	FEN1 inhibitor
> CC(=O)Nc1cccc(NC(=O)C2(c3cccs3)CCOCC2)c1
 : 3%	.	-5%
> CCc1ccc(/C=N/n2c(COc3ccccc3)n[nH]c2=S)cc1
 : .	2%	13%
> CC(C)CN(C(=O)CSc1nn(-c2ccc(Cl)cc2)c(=S)s1)C1CCS(=O)(=O)C1 (stereo not given)
 : ?	3%	-4%
> CC(=O)c1cccc(NC(=O)c2sc3nc4n(c(=O)c3c2C)CCCC4)c1
 : 2%	-7%	-9%
> CCS(=O)(=O)N1Cc2ccccc2CC1C(=O)N1CCN(c2cccc(C)c2C)CC1 (stereo not given)
 : 4%	5%	-16%
> COc1ccccc1N1CCN(C(CNC(=O)c2ccc3c(c2)OCO3)c2cccnc2)CC1 (stereo not given)
 : 4%	-14%	0%
> CCn1c(SCC(=O)Nc2ccc(N3CCOCC3)cc2)nnc1-c1ccc(OC)cc1
 : -1%	.	1%
> O=S1(=O)c2ccccc2N(Cc2cccc(C(F)(F)F)c2)c2ccccc21
 : 7%	.	-8%
> O=C1CC(C(=O)O)S/C(=N\N=C\c2ccc(Br)cc2)N1 (stereo not given)
 : 0%	6%	-10%
> CCOc1ccccc1NC(=O)c1c(NC(=O)CNCc2ccco2)sc2c1CCC2
 : 3%	6%[2.35 µM]	.
> Cc1ccc(C)c(OCCC(=O)NNC(=O)c2ccccc2)c1
 : .	?	-10%
> O=C(CC1N=C2c3ccccc3N=C(SCC(=O)Nc3ccccc3F)N2C1=O)NCc1ccc2c(c1)OCO2 (stereo not given)
 : -2%[12.3 µM]	.	-22%
> Clc1ccccc1CSc1snnc1-c1ccccc1
 : -11%	8%	-9%
> CC(=O)NN1C(=O)/C(=C2/Sc3ccccc3N2C)SC1=S
 : .	-8%	-16%
> COc1ccc(OCC(=O)NCCNC(=O)c2ccncc2)cc1
 : .	2%	15%
> CCOC(=O)Cn1c(-c2cccnc2Cl)nc2cc(C)c(C)cc21
 : 1%	-25%	11%
> Cc1ccc(Nc2nc3ccccc3n3cnnc23)cc1C
 : .	-10%	-3%
> CCn1cc(C(=O)OCc2ccccc2)c(=O)c2ccc(C)nc21
 : 0%	4%	1%
> Cc1cc(C)cc(NC(=O)CCc2nc3sc4c(c3c(=O)[nH]2)CCCC4)c1
 : .	26%	9%
> O=C(c1ccc(CSc2nc3ccncc3n2Cc2ccccc2F)cc1)N1CCCCC1
 : 3%	.	7%

Fields – TDP1 inh	N370S GC	FEN1 inhibitor
> CC1CCCN(S(=O)(=O)c2cc(C(=O)NCc3ccccc3Cl)n(C)c2)C1 (stereo not given)
 : 5%	.	-11%
> CCCCCN=C(C)c1c(O)c2ccccc2oc1=O
 : 8%	-3%	-5%
> CCn1cc(C(=O)N[C@H](C)c2ccccc2)c(=O)c2cc(F)c(N3CCN(C)CC3)cc21
 : 4%	9%	0%
> CC(=O)N1CCC2(CC1)CC(=O)c1cc(OCC(=O)N3CCCC3)ccc1O2
 : 1%	11%	12%
> COc1ccc(CC(=O)N/N=C(/C)CC(=O)N(C)c2ccccc2)cc1
 : .	-1%	-1%
> CCc1ccc(C(CC(=O)c2ccc(Cl)cc2)C(=O)O)cc1 (stereo not given)
 : 2%	2%	-1%
> COc1ccc(C(=O)/C=C/NCc2ccc(F)cc2)cc1OC
 : 1%	2%	1%
> COc1ccc(OCC(=O)NC(=S)NNC(=O)COc2ccc(Br)cc2Cl)cc1
 : 14%	-2%	6%
> CC(C)(C)OC(=O)NCCCCCNC(=O)c1nc[nH]c1C(=O)NCC(=O)OCc1ccccc1
 : 3%	.	9%
> COc1ccc(C2CC(c3ccccc3)Oc3cc(C)cc(C)c32)cc1 (stereo not given)
 : 1%&-4%	-9%&1%	-1%&-12%
> O=C(COc1ccc(F)cc1)Nc1ccc2c(c1)OCCO2
 : 0%	-12%	8%
> CCOc1ccccc1N=Nc1c(C)[nH]n(-c2ccccc2)c1=O
 : .	3%	-16%
> Cc1ccc(N2C(=O)CC(NNc3nc4ccccc4s3)C2=O)cc1 (stereo not given)
 : 2%	-1%	-9%
> CC(=O)N1CCN(C(=O)COc2ccc(N(C)S(=O)(=O)c3cccs3)cc2)CC1
 : 3%	-5%	8%
> Cc1cc2cc(CNC(=O)Nc3ccccc3)ccc2n1C
 : 5%	-2%	-1%
> Cc1ccc(S(=O)(=O)Nc2cc3c(cc2C#N)OCO3)cc1C(N)=O
 : 0%[0.0935 µM]	0%	0%
> Oc1ccc(C(c2nnnn2C2CCCC2)N2CCc3ccccc3C2)cc1 (stereo not given)
 : 3%	-3%	0%
> COc1ccc(NC(=O)CSc2nc(-c3ccco3)cc(C(F)(F)F)n2)c(OC)c1
 : 2%	.	-4%
> Cc1c(Br)c(O)c(Br)c(O)c1/C=N/n1c(-c2ccccc2)n[nH]c1=S
 : .	-5%	35µM*

An unsorted share of the library; 0.57% or so of the library scored in one or more.
